N370S GC: inhibitors or activators of N370S glucocerebrosidase for Gaucher disease; P04062; N370S GC spleen homogenate, 4MU-glucoside fluorescence; AID 2101; 330,000 compounds, 0.092% hits; Potency, µM (top dose mostly 59.4 µM), inactives show top-dose activity change, negative = inhibition, hits mostly inhibitors;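 further: 0% = full enzyme activity and -100% = no enzyme basal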
FEN1 inh: inhibitors of human flap endonuclease 1; P39748; 390,000 compounds, 0.35% hits; Potency, µM (top dose mostly 114 µM), without a hit: at the top dose activity change, negative = inhibition, actives largely listed as inhibitors; Recombinant FEN1 flap cleavage, fluorescence, 15 min; AID 588795; further: nearly all actives have a fitted effect of over 65% in size
Target sequence (P39748 whole entry, looked up): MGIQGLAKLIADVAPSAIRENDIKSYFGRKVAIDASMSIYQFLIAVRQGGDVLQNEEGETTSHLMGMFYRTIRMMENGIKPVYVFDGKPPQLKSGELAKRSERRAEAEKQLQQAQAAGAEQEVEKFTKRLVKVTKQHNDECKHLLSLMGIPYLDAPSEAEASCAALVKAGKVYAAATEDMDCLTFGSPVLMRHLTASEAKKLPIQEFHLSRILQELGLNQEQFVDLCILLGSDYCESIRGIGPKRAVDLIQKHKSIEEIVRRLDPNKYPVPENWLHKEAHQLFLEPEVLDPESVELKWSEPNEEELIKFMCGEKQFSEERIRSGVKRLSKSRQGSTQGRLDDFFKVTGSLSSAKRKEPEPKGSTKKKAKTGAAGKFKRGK
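Compounds are tested as a concentration series against 10 nM FEN1; after a 15 min room-temperature preincubation, 50 nM substrate starts cleavage, with plate reads at 0 and 15 min. Normalized responses are fitted by a Hill equation.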
GCN5L2 inh: blocks human GCN5L2 histone acetyltransferase; Q92830; GCN5L2 HAT assay, ThioGlo1 CoA-SH fluorescence; Potency, µM (doses to about 58.9 µM), for inactives: top-dose activity change, negative = inhibition, actives largely listed as inhibitors; 390,000 compounds, 0.21% hits; AID 504327
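qHTS, 1536-well. 20nM enzyme, pH 7.5 HEPES/EDTA/Tween-20 buffer; 15 min compound preinc., RT. Start: 75uM H3(1-25), 70uM AcCoA, 50uM ThioGlo1. Read Ex340/Em540 at t=0 (autofluorescence flag) and t=20 min.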
* marks the source's active call; other numbers are inactive results; u = inconclusive; x = no result given; & = joins results of further samples; [ ] = dose if it differs, or a comment. The call rests on the fitted dose curve; in most records, active means well fitted curve in the direction sought with a large enough effect; inconclusive means small, poorly fitted or top-dose-only effect, or another doubt; inactive means no such curve, though single readings can be large; an effect the other way counts as inactive or inconclusive. Unless noted, on the % scale 0 is the no-effect control and ±100 the full control effect; potency means the concentration at half of the fitted maximal effect. Only part of the results is shown; rates above refer to the full screens.

SMILES	N370S GC	FEN1 inh	GCN5L2 inh
N#Cc1ccccc1NC(=O)C(=O)NCCc1csc(-c2ccc(C(F)(F)F)cc2)n1	x	7.5%	-6.4%
Cc1cc(C)c(C(=O)CSc2nnc(-c3cccnc3)n2C)c(C)c1	-27.5%	-2.3%	-1.8%
COc1cccc(NC(=O)COC(=O)CCC2CCCC2)c1	x	-17.7%	-0.6%
Clc1ccc(OCCSc2nnnn2C2CCCCC2)cc1	-4.4%	0.2%	-2.4%
CCOC(=O)Cc1ccc(NC(=O)N(Cc2ccc(CC)cc2)Cc2cn[nH]c2-c2ccc(OC)cc2)cc1	x	-22.3%	-9.5%
CC(=O)C1=C(O)C(=O)N(CC#N)C1c1cccs1 (stereo not given)	-0.2%	-5.5%	3.1%
C=CCn1c(SCC(=O)NC2CC2)nnc1-c1ccccn1	2.4%	16.4%	-10.6%
CC(=NCc1ccco1)C1=C(O)c2ccccc2C1=O	5.1%	8.6%	-0.8%
Cn1c(=O)c2c(ncn2CC(=O)N2CCCCCC2)n(C)c1=O	8.8%	13.7%	4.7%
O=c1[nH]c2ccccc2cc1CN(c1ccccc1)S(=O)(=O)c1ccccc1	14.6%	1.3%	0.4%
O=c1c(-c2cccs2)nc2cnc(Oc3ccccc3)nc2n1-c1ccccc1	8.6%	x	u
O=C(CN1CCOc2ccccc21)NCc1ccc(Cl)cc1	u	0.1%	-0.3%
c1csc(-c2cnc3ccccc3n2)c1	6.0%	-15.3%	-6.8%
Cc1cc(C)cc(C(=O)NCC(=O)OCC(=O)N(C)c2ccccc2)c1	0.9%	6.6%	0.1%
CNC(=O)CSc1nc2ccccc2c(=O)n1C1CCCCC1	-11.4%	23.6%	-17.2%
Cc1noc(C)c1S(=O)(=O)N(CC(=O)NC1CCCC1)c1ccc(C(C)C)cc1	1.0%	21.5%	-6.2%
C#CCNC(=O)C1=C[C@@H](c2ccccc2)[C@H](CCCO)[C@@H](OCC)O1	-19.2%	20.9%	-0.8%
COCCNC(=S)NNC(=O)c1cc(C2CC2)nc2ccccc12	3.9%	1.7%	0.8%
COc1ccc(S(=O)(=O)NCCc2c[nH]c3ccc(C)cc23)cc1	-14.9%	10.4%	-11.4%
COc1cccc(/C=C/C(=O)OCC(=O)NCCc2ccccc2)c1	-2.0%	0.3%	-5.2%
C/C(=N\NC(=O)Cc1ccc(F)cc1)c1ccc(O)cc1	19.7%	7.2%	-10.4%
CCN(CC)S(=O)(=O)c1cc(NC(=O)COC(=O)CCc2nc3ccccc3s2)ccc1C	5.6%	-0.7%	x
O=[N+]([O-])c1ccc(OCCCCCN2CCOCC2)cc1	-4.0%	4.8%	-5.0%
COc1ccccc1N1CCN(S(=O)(=O)CCNC(=O)COc2ccc(F)cc2)CC1	x	9.4%	-4.3%
O=c1c(Cc2ccccc2)c(O)ccn1Cc1ccco1	4.7%	23.0%	-6.5%
O=C(CCc1nc2ccccc2s1)Nc1cccnc1	-4.2%	18.5%	-14.0%
CCN1C(=O)CC(N2CCC(C(=O)OC)CC2)C1=O (stereo not given)	-2.6%	0.8%	-3.5%
CC(C)(C)C(=O)NCCCc1nc2ccccc2n1CCCOc1ccc(Cl)cc1	1.9%	0.2%	u
C[C@H](NC(=O)c1ccco1)C(=O)Nc1cc(S(=O)(=O)N2CCCC2)ccc1OCC(F)(F)F	x	0.8%	1.0%
COc1cc(Cl)c(C)cc1NC(=O)CSc1cc(Cl)ccc1Cl	9.3%	1.9%	1.1%
Cc1ccc(CCNc2ncnc3onc(C)c23)cc1	x	-12.3%	9.9%
CCOc1ccc(CCNC(=O)C(CCC(N)=O)NC(=O)OCc2ccccc2)cc1OCC (stereo not given)	19.7%	3.2%	-19.8%
COc1ccc(NC(=O)C2CCCN(S(=O)(=O)c3ccc4c(c3)oc(=O)n4C)C2)cc1OC (stereo not given)	-2.2%	-20.9%	-3.8%
C=CCn1cc(C(=O)NCCOC)c(=O)c2cc(S(=O)(=O)N(CC)CC)ccc21	-3.6%	-9.2%	-0.8%
OC(COc1c(F)cc(Br)cc1F)CN1CCN(c2ccc(F)cc2)CC1 (stereo not given)	-5.9%	-12.4%	1.7%
CCN1CCN(c2nc(-c3ccncc3)nc3ccccc23)CC1	7.9%	x	-0.3%

Part of the list above, limited to N370S GC and FEN1 inh.
canonical_smiles | N370S GC | FEN1 inh
CCN1C(=O)CC(N2CCC(C(=O)OC)CC2)C1=O (stereo not given) | -2.6% | 0.8%
CC(C)(C)C(=O)NCCCc1nc2ccccc2n1CCCOc1ccc(Cl)cc1 | 1.9% | 0.2%
C[C@H](NC(=O)c1ccco1)C(=O)Nc1cc(S(=O)(=O)N2CCCC2)ccc1OCC(F)(F)F | x | 0.8%
COc1cc(Cl)c(C)cc1NC(=O)CSc1cc(Cl)ccc1Cl | 9.3% | 1.9%
Cc1ccc(CCNc2ncnc3onc(C)c23)cc1 | x | -12.3%

One compound at a time, from the list above. Order of screens: N370S GC, FEN1 inh, GCN5L2 inh
Listed for `CC(C)(C)C(=O)NCCCc1nc2ccccc2n1CCCOc1ccc(Cl)cc1` → 1.9%, 0.2%, u
Listed for `O=c1c(Cc2ccccc2)c(O)ccn1Cc1ccco1` → 4.7%, 23.0%, -6.5%

The listing continues:
SMILES	N370S GC	FEN1 inh	GCN5L2 inh
Cc1occc1C(=O)N/N=C/c1ccc(N(C)C)cc1	-8.5%	0.0%	-4.2%
CC1(C)C(=O)Nc2ccccc2N1C(=O)c1ccc([N+](=O)[O-])cc1	-3.6%	-7.0%	-8.9%
O=C(CN1c2ccccc2S(=O)(=O)c2ccccc21)NCc1ccc(F)cc1	0.4%	-14.2%	-6.2%
CCn1c(-c2cc(-c3ccc(C)c(C)c3)nc3ccccc23)n[nH]c1=S	-6.1%	x	-2.2%
CCN(CC)CC#Cc1ccc(C)cc1	-4.1%	7.4%	0.7%
COc1ccccc1CNC(=O)COC(=O)Cc1cccs1	-3.7%	13.1%	-4.6%
COc1ccc(NC(=S)Nc2cccc3ccccc23)cc1OC	-6.5%	-16.4%	1.0%
COc1ccc(/C=N/NC(=O)CSc2nnc(CCCc3ccc(OC)c(C)c3)o2)cc1	0.9%	0.2%	-6.6%
O=C(O)c1ccc(-n2nnnc2SCc2cccc(Br)c2)cc1	-1.1%	1.6%	1.4%
Cc1cc(=O)oc2c3c(cc(OCC(=O)N[C@@H](Cc4ccccc4)C(=O)O)c12)OC(C)(C)CC3	u	0.3%	u
COC(=O)CCc1c(C)[nH]c(C(=O)OCc2ccccc2)c1C	17.0%&21.5%	-20.6%	-4.5%
COc1ccc(-c2nc(=S)n3ccsc3n2)cc1OC	-25.7%	-3.5%	-0.5%
CON(C)S(=O)(=O)c1cccc(C(=O)N(CC(=O)Nc2ccccc2C(F)(F)F)Cc2ccco2)c1	x	-7.3%	-2.2%
O=C(Nc1ccc(F)cc1F)N1CCC(c2nc3ccccc3o2)CC1	-2.4%	-1.2%	0.0%
CCOc1ccccc1N1CC(c2nc3ccccc3n2CCOc2ccc(OC)cc2)CC1=O (stereo not given)	x	-17.5%	-5.8%
CCN(C(=O)CN1C(=O)c2ccccc2S1(=O)=O)C1CCCCC1	-0.7%	11.9%	0.0%
c1ccc(-c2nc(-c3ccco3)n3ccccc23)cc1	9.0%	-22.5%	-24.4%
Cc1cccc(/C=N/NC(=O)c2cc(C3CC3)nc3ccccc23)n1	-5.9%	0.6%	-1.3%
COc1ccccc1CNCC(=O)Nc1cc(S(=O)(=O)N2CCCCCC2)ccc1Cl	-16.7%	-22.2%	-12.4%
CN(Cc1ccccc1)c1ncnc2c1cnn2-c1ccccc1	12.1%	-6.8%	u
S=c1[nH]c2ccccc2s1	-3.1%&-2.3%&9.9%	x	20µM*
O=C(CCN1N=C(c2ccccc2)CCC1=O)NCC1CCCO1 (stereo not given)	2.0%	14.8%	-19.6%
O=C(Nc1ccc(Cl)cc1)c1cc(S(=O)(=O)N2CCc3ccccc32)ccc1F	x	-17.6%	-4.4%
Cc1ccnc(SCC(=O)Nc2c(C)n(C)n(-c3ccccc3)c2=O)n1	1.7%	-0.4%	43.2%[activator]
Cc1ccc(S(=O)(=O)NCCC(=O)N2CCN(c3ccccc3)CC2)cc1C	x	1.6%	-2.2%
Cc1oc(-c2cccc(Br)c2)nc1CN1CCC(C(=O)NCCc2ccc(Cl)cc2)CC1	x	-6.3%	-6.4%
CCOC(=O)c1[nH]c2ccc(OC)cc2c1NC(=O)c1cccc(OC)c1	-2.7%	-19.3%	-9.9%
Cc1ccc(C2=CC(c3ccccc3F)n3c(nc4ccccc43)N2)cc1C (stereo not given)	x	-9.8%	-13.1%
CN(C)c1ccc(-c2c(C3C4C=CCCC4(C)C(=O)N3Cc3ccccc3)ccc3ccccc23)cc1 (stereo not given)	11.5%	-21.5%	x
CCN1/C(=C/c2ccc3cc(C)ccc3[n+]2C)Sc2ccc3sccc3c21	-2.5%	u	10.3%
CC(Cc1ccsc1)NC(=O)CCc1nnc(COc2ccccc2)o1 (stereo not given)	13.6%	-5.8%	-1.2%
COc1ccc(-c2cc(C(=O)OCC(=O)c3c(N)n(C)c(=O)n(C)c3=O)c3ccccc3n2)cc1	2.7%	7.7%	-1.2%
O=C(CN1CCN(C2CCCCC2)CC1)Nc1ccccc1-c1ccccc1	27.9%	-9.9%	-0.1%
CC(=O)c1ccc(NC(=O)CCn2c(=O)oc3ccccc32)cc1	-28.2%	-4.9%	2.2%
COc1cc(CCN2C(=O)N[C@@H](c3cccc(C(F)(F)F)c3)C(C(C)=O)=C2C)cc(OC)c1OC	5.5%&-6.2%	x	-2.9%
CCCc1cc(=O)[nH]c(SCC(=O)NCCCC(=O)OCC)n1	8.9%	2.0%	-8.9%
COc1ccc2nc(SCC(=O)C(C)(C)C)[nH]c2c1	3.6%	2.6%	-4.5%
CCN(CC)S(=O)(=O)c1ccc2oc(C(=O)N3CCOCC3)c(C)c2c1	-5.2%	-1.0%	-20.1%
c1ccc(-c2n[nH]c3c2CCC3)cc1	4.2%	3.1%	0.5%
CC(C)CN(C(=O)COC(=O)c1ccc2ccccc2n1)C1CCS(=O)(=O)C1 (stereo not given)	0.0%	-2.3%	-3.0%
O=S(=O)(NCCNc1nccc(C(F)(F)F)n1)c1ccccc1	-12.2%	0.3%	17.7%
COc1cccc(CNC(=O)c2ccc3oc(=O)n(Cc4ccccc4)c3c2)c1	x	8.8%	14.6%
CCOC(=O)c1c(C)c2c(=O)[nH]cnc2n1-c1ccccc1	-16.6%	-11.9%	5.5%
CN(c1ccc(C(=O)N/N=C/c2cccc([N+](=O)[O-])c2)cc1)S(=O)(=O)c1ccccc1	0.7%	23.4%	0.2%
O=C(Cn1cc(S(=O)(=O)Cc2ccc(F)cc2)c2ccccc21)NCc1ccccc1Cl	x	5.9%	-26.3%
Cc1cc(C)c2c(n1)SCC(=O)N2CC(=O)Nc1cccc(Cl)c1	1.2%	2.1%	-3.5%
CCOC(=O)c1cc(C)sc1NC(=O)CN1CCN(C(=O)c2ccco2)CC1	-1.2%	-6.4%	-1.9%
Cc1cc(C)c2c(n1)nn1c(N3CCN(c4ccccn4)CC3)cc(C)nc21	26.2%	x	0.1%
CCOC(=O)C(C)N1N=C(/C=C/c2ccc(OC)cc2)CCC1=O (stereo not given)	4.1%	-6.4%	-2.4%
CCn1cc(S(=O)(=O)c2ccc(C)cc2)c(=O)c2cc(F)c(N3CCCCCC3)cc21	x	12.1%	1.3%
COc1cccc(N(C(=O)Cn2nnc(-c3ccc(C)cc3)n2)C(C(=O)NC(C)(C)C)c2c[nH]c3ccccc23)c1 (stereo not given)	19.4%	-22.2%	-20.0%
Cc1ccccc1C(=O)NNS(=O)(=O)c1cccc([N+](=O)[O-])c1	-10.4%	-1.5%	-5.4%
Cc1cc2c(cc1C)[n+](C)cn2CC(O)COCc1ccccc1 (stereo not given)	-4.5%	-3.4%	1.9%
CCOc1ccc(NC(=O)C2CCN(S(=O)(=O)c3ccc4c(c3)CC(C)N4C(C)=O)CC2)cc1 (stereo not given)	-8.4%	-0.9%	-3.1%
CCN(Cc1ccccc1)C(=O)CCNS(=O)(=O)c1cc(Br)cnc1N	-10.2%	-14.0%	-1.4%
COc1ccc(Cl)cc1NC(=O)CSc1nc(=O)[nH]c2c1CCCC2	x	-7.8%	1.3%
CCOC(=O)C1CCN(C(=O)c2ccc3snnc3c2)CC1	3.6%	-9.2%	-6.8%
c1ncn(C23CC4CC(CC(C4)C2)C3)n1	8.5%	-0.7%	0.7%
CN(C)c1ccnc(Nc2ccccc2)c1C#N	-1.8%	10.2%	-13.6%
C#CCOc1ccc(-c2nnc(Nc3ccc(NC(C)=O)cc3)c3ccccc23)cc1	x	8.9%	-1.6%
c1cncc(-c2nnc3n2C2(CCCCC2)Cc2ccccc2-3)c1	2.5%	5.3%	4.2%
CN(CC(=O)Nc1ccc(Cl)c(C(F)(F)F)c1)C(=O)C1(c2ccccc2)CC1	-12.0%	-0.7%	-1.8%
